Compound activity as filed in PubChem BioAssay.
HTRA1 inhibitor = inhibitors of human serine peptidase HTRA1 | recombinant HTRA1, FP-rhodamine activity-based probe, fluorescence polarization | inhibition, % at 5.96 µM | actives 0.5% (n = 340,000) | AID 504803; in the data active means inhibition above about 36%;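 further: 0% = enzyme with DMSO and 100% = wells lacking enzyme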
NPR2 activator = GC-B (human) receptor activation | P20594 | HEK293-GC-B cells, CNP EC30, cGMP TR-FRET; 0% at EC30 CNP, 100% saturating CNP | activation, % at 10 µM | actives 0.11% (n = 370,000);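 active means activation at 10 µM reaching about 35% in either raw or pattern-adjusted values, limit read from the data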
Target sequence (P20594 whole entry, looked up): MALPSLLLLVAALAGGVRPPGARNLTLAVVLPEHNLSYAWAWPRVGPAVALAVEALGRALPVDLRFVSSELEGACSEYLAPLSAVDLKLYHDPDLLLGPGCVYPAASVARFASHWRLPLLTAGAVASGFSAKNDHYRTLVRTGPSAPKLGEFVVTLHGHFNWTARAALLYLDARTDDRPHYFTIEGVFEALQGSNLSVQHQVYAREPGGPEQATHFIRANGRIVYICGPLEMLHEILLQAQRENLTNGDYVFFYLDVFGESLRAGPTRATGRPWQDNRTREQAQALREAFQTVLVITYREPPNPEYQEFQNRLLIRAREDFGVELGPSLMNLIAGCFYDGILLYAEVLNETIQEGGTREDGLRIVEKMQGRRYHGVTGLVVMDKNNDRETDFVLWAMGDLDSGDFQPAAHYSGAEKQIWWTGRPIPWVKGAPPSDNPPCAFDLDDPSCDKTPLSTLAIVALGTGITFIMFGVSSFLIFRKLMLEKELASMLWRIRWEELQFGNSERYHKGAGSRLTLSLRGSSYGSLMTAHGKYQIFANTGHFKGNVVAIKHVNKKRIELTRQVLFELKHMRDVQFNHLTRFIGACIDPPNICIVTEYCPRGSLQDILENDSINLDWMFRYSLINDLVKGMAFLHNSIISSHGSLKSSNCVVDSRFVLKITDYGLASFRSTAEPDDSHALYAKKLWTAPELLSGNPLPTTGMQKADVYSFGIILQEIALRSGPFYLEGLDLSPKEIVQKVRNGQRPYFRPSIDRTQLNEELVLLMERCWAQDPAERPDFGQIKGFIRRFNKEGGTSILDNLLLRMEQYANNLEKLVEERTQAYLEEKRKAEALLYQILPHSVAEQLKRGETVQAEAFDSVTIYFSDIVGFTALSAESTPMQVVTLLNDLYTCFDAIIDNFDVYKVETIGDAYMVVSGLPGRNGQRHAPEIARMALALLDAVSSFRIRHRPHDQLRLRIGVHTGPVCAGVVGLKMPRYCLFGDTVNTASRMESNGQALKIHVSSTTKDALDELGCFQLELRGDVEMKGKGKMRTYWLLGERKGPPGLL
SIAE inh = inhibitors of human sialic acid acetylesterase SIAE. Q9HAT2. SIAE FP-Rh probe binding, fluorescence polarization. actives 0.69% (n = 370,000). AID 1053197. inhibition, % at 9.66 µM;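 active means inhibition above a cutoff: mean of compounds within the control limits plus 3 SD of those, cut at about 17% in these data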;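 further: 0% = plate median of compound wells and 100% = probe without SIAE protein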
Starred values were filed as active, the others as inactive; nt = not tested or not shown.

molecule	HTRA1 inhibitor	NPR2 activator	SIAE inh
COc1ccc(-c2cc(C(=O)Nc3cc(C)n(Cc4ccc(Cl)cc4)n3)no2)cc1OC	-7	-3	nt
Cc1cc(/C=N\NC(=O)CC(=O)NC2CCCCC2)c(C)n1-c1ccc(Cl)cc1	0	-4	nt
Cc1sc(NC(=O)c2ccco2)nc1-c1ccc2c(c1)CC(C)N2C(=O)C1CC1 (stereo unspecified)	-25	1	nt
CCOC(=O)c1c(C)c(C(=O)NCc2ccco2)c(C)n1Cc1ccccc1	-14	-2	nt
CCOC(=O)C1CCCN(C(=O)C(C)Oc2ccc(Cl)cc2Cl)C1 (stereo unspecified)	6	0	nt
O=C(Cn1c(C(=O)N2CCc3ccccc3C2)cc2sccc21)c1ccccc1	-21	-5	nt
Cc1ccc(-n2c(Cc3cccs3)nnc2SCC(=O)Nc2ccc(F)c(F)c2)cc1	-52	-10	nt
COc1ccc(OC)c(C2=NOC(C(=O)NCC3CCCO3)C2)c1 (stereo unspecified)	-4	4	nt
COc1c(C)cc(Br)cc1C(=O)Nc1cccc(NC(=O)c2ccco2)c1	-45	-2	nt
Cc1ccc(S(=O)(=O)Cc2sc3ccccc3[n+]2C)cc1	-5	3	nt

3 entries picked at random from those above:
molecule	HTRA1 inhibitor	NPR2 activator	SIAE inh
COc1ccc(OC)c(C2=NOC(C(=O)NCC3CCCO3)C2)c1 (stereo unspecified)	-4	4	nt
COc1ccc(-c2cc(C(=O)Nc3cc(C)n(Cc4ccc(Cl)cc4)n3)no2)cc1OC	-7	-3	nt
Cc1sc(NC(=O)c2ccco2)nc1-c1ccc2c(c1)CC(C)N2C(=O)C1CC1 (stereo unspecified)	-25	1	nt

Back to the main list, starting two compounds before the break.
molecule	HTRA1 inhibitor	NPR2 activator	SIAE inh
COc1c(C)cc(Br)cc1C(=O)Nc1cccc(NC(=O)c2ccco2)c1	-45	-2	nt
Cc1ccc(S(=O)(=O)Cc2sc3ccccc3[n+]2C)cc1	-5	3	nt
CCC(=O)NC(=S)Nc1ccc(NC(=O)COc2ccc(Cl)cc2Cl)cc1	-14	1	nt
CC1CC(=O)N(CC(=O)N2CCCC2)c2ccccc2S1 (stereo unspecified)	-1	4	nt
COc1ccc(NC(=O)CSc2nc(O)cc(=O)n2-c2ccccc2OC)cc1	-37	0	nt
c1ccc(-n2ncc3c(NCc4ccccn4)ncnc32)cc1	0	-3	nt
CCOc1ccc(NC(=O)CCNS(=O)(=O)c2ccc3c(c2)c(=O)n(C)c(=O)n3C)cc1	-3	-4	nt
c1ccc(COCCN2CCN(CCOCc3ccccc3)CC2)cc1	7	3	nt
COc1ccccc1NC(=O)C(NC(=O)OC(C)(C)C)C(C)OCc1ccccc1 (stereo unspecified)	-15	-5	nt
COc1cc2c(cc1OC)C(c1ccc3c(c1)OCO3)CC(=O)N2 (stereo unspecified)	-2	1	nt
FC(F)(F)c1cccc(N2CCN(Cc3ccoc3)CC2)c1	-2	-2	nt
Cc1cccc(C)c1NC(=O)c1sccc1SCc1cccc(C(F)(F)F)c1	-31	-6	nt
CN(C)c1nc(OCCOC(=O)Nc2ccc(Cl)cc2Cl)nc(N(C)C)n1	1	-12	nt
CCCCN=c1scc(-c2ccc3c(c2)NC(=O)CO3)n1N=C1CCCC1	14	-9	nt
O=C(NCCOc1ccccc1Cl)c1cc(F)c(F)cc1Cl	-8	-8	nt
Cc1cc(C)n(Cc2cccc(F)c2)c(=O)c1C#N	0	1	nt
CN(C)c1ccc(NC(=O)CSc2nc3c(c(=O)[nH]2)CCCC3)cc1	20	-7	nt
Cc1ccc(C(=O)Nc2ccccc2C(=O)NC2CCCCC2)cc1S(=O)(=O)N1CCOCC1	2	-1	nt
CCCC(C(=O)NC1CCCC1)N(C(=O)Cn1nnc(-c2ccc(C)o2)n1)c1ccccc1OC (stereo unspecified)	-22	1	nt
Cc1ccc(S(=O)(=O)NCC2CCC(C(=O)O)CC2)cc1 (stereo unspecified)	5	5	nt
O=C(Cc1cccs1)Nn1c(Cc2cccs2)nc2ccccc2c1=O	-10	-6	nt
CCC(C)(C)C(=O)Nc1ccc(OC)cc1[N+](=O)[O-]	5	-3	nt
CC(=O)NC12CC3CC(C)(C1)CC(NC(C)=O)(C3)C2	2	0	nt
O=C(NCc1cccnc1)c1noc2c1CCCC2	-1	-2	nt
CCC1Oc2ccc(Cl)cc2N(CC(=O)O)C1=O (stereo unspecified)	-1	3	nt
Cc1cc(=O)oc2cc(OCC3CC(c4ccccc4)=NO3)ccc12 (stereo unspecified)	-8	-9	nt
Cc1cc(C(=O)Nc2ccc3c(c2)OCO3)cs1	-2	3	nt
CCn1ncc(C2=NOC(C(=O)Nc3cnn(C45CC6CC(CC(C6)C4)C5)c3)C2)c1C (stereo unspecified)	-8	-2	nt
O=C1OCCC1Sc1nnc(-c2cccs2)n1Cc1ccccc1 (stereo unspecified)	-6	16	nt
COc1ccc(-c2noc(C3CCCN(S(=O)(=O)c4cccc(Cl)c4)C3)n2)cc1OC (stereo unspecified)	0	-9	nt
Cc1nc2ccc(F)cc2cc1C(=O)NC(C)C	5	-1	nt
CCn1c(CSc2nc3ccccc3[nH]2)n[nH]c1=S	4	-4	nt

Remaining list, next part
SMILES	HTRA1 inhibitor	NPR2 activator	SIAE inh
Cc1ccc(-c2nnn(CC(=O)N(c3ccccc3F)C(C(=O)NC3CCCC3)c3ccco3)n2)o1 (stereo unspecified)	-13	-6	nt
C1=C(CCNCC2CC2)CCCC1	6	-1	nt
Nc1ccc2nc(SCc3ccc([N+](=O)[O-])cc3)sc2c1	1	1	nt
CC(C)NC(=O)c1cc(-c2ccco2)on1	1	5	nt
Cc1cc(C(=O)N2CCN(c3ccccc3)CC2)no1	-5	1	nt
O=C(Cc1ccccc1)N/N=C\c1ccc(Br)o1	0	3	nt
C=CCc1c(C)nc(SCC(N)=O)[nH]c1=O	-1	2	nt
O=C(c1cc2ccccc2oc1=O)N1CCN(C(=O)C2CCCO2)CC1 (stereo unspecified)	7	7	nt
COc1ccccc1-c1cc(C(=O)NCc2ccc(F)cc2)no1	-33	-6	nt
O=C(Nc1cccc2ccccc12)N1CCN(Cc2ccc3c(c2)OCO3)CC1	0	-5	nt
O=C(CCC(=O)OCCCC(F)(F)C(F)(F)F)NC1CCCCC1	1	-1	nt
COc1ccc(NC(=O)c2csc3c2CCCC3)cc1	-11	-6	nt
COc1ccc(NS(=O)(=O)c2ccc3c(c2)CCC(=O)N3)c(OC)c1	8	-6	nt
Cn1c(SCC(=O)NCc2ccc3c(c2)OCO3)nnc1-c1c[nH]c2ccccc12	-8	1	nt
N=C(N)SCc1ncccc1O	13	0	nt
Cc1cc(C)cc(N(C(C)C(=O)NCCC2=CCCCC2)S(C)(=O)=O)c1 (stereo unspecified)	0	-6	nt
O=C(c1ccc(Cl)c(S(=O)(=O)NCc2ccccc2)c1)N1CCN(c2ccccn2)CC1	-9	1	nt
Cn1c(SCC(=O)N2CCN(S(=O)(=O)c3ccccc3)CC2)nc2ccccc21	0	-10	nt
Cc1ccc(NC(=O)Cn2cccc2)cc1Cl	-13	5	nt
C=C(C)CSc1nc(N)c2c3c(sc2n1)CCC3	3	-4	nt
O=C(Nc1cccc(NC(=O)c2cccnc2)c1)c1cccnc1	-11	0	nt
COC(=O)N1CCN(c2ccc(Cl)c(Cl)c2)CC1	2	-1	nt
O=C(Nc1cccc2ccccc12)c1cn(-c2ccccc2)nc1-c1cccs1	-58	-2	nt
O=C(O/N=C1/CCSc2ccccc21)c1ccc(F)cc1	-11	-2	nt
Cc1onc(-c2c(F)cccc2Cl)c1C(=O)NCCc1ccc(S(N)(=O)=O)cc1	1	-3	nt
CCOC(=O)N1CCN(Cc2nc3c(c(=O)[nH]c(=O)n3C)n2Cc2cc(C)ccc2C)CC1	0	-2	nt
COc1ccccc1-c1cc(C(=O)N2CCN(c3ccccc3OC)CC2)no1	-17	-2	nt
COc1ccc(-c2cc(C(=O)Nc3cc(OC)c(OC)c(OC)c3)no2)cc1OC	3	1	nt
Cc1nnc(SCC(=O)NC2CCCCC2)n(N)c1=O	13	1	nt
O=C1C(=O)N(c2cccc(Cl)c2)C(c2ccccc2[N+](=O)[O-])/C1=C(\O)c1ccccc1 (stereo unspecified)	-11	-8	nt

The closing 7 compounds of the section above open the next one:
SMILES	HTRA1 inhibitor	NPR2 activator	SIAE inh
O=C(O/N=C1/CCSc2ccccc21)c1ccc(F)cc1	-11	-2	nt
Cc1onc(-c2c(F)cccc2Cl)c1C(=O)NCCc1ccc(S(N)(=O)=O)cc1	1	-3	nt
CCOC(=O)N1CCN(Cc2nc3c(c(=O)[nH]c(=O)n3C)n2Cc2cc(C)ccc2C)CC1	0	-2	nt
COc1ccccc1-c1cc(C(=O)N2CCN(c3ccccc3OC)CC2)no1	-17	-2	nt
COc1ccc(-c2cc(C(=O)Nc3cc(OC)c(OC)c(OC)c3)no2)cc1OC	3	1	nt
Cc1nnc(SCC(=O)NC2CCCCC2)n(N)c1=O	13	1	nt
O=C1C(=O)N(c2cccc(Cl)c2)C(c2ccccc2[N+](=O)[O-])/C1=C(\O)c1ccccc1 (stereo unspecified)	-11	-8	nt
COc1ccc(-n2cc(-c3ccccc3)c3c(N4CCN(CCO)CC4)ncnc32)cc1	1	-18	nt
CCC1(C(=O)OC)CCc2c(cc(OC)c3ccccc23)C1=O (stereo unspecified)	-16	-10	nt
CC(=O)Nc1ccc(-c2nnc(SCC(=O)c3ccc4c(c3)Cc3ccccc3-4)n2C)cc1	-33	-4	nt
N/C(=N\OC(=O)C1CCCCC1)c1cccnc1	5	-4	nt
CS(=O)(=O)NCc1ccc(C(=O)NCCOc2ccccc2)cc1	7	2	nt
CC(Oc1ccccc1F)C(=O)/C=C/N(C)C (stereo unspecified)	5	-1	nt
C=CCNC(=S)NNC(=O)COc1cccc(Cl)c1	13	-5	nt
O=S(=O)(c1cccc(Cl)c1)N1CCCC1	0	0	nt
CCOC(=O)C1=C(C)OC(N)=C(C#N)C1c1ccsc1 (stereo unspecified)	6	-2	nt
Cc1c(-c2ccccc2)nc2ccccc2c1C(=O)O	6	-3	nt
COC(=O)CSc1nnc(CNC(=O)Cc2ccccc2)n1-c1ccccc1OC	4	-3	nt
CCCC(C(=O)NC1CCCC1)N(C(=O)Cn1nnc(-c2ccc(C)o2)n1)C1CCCC1 (stereo unspecified)	-25	2	nt
CCn1c(SCC(=O)N2c3ccccc3CCc3ccccc32)nnc1-c1ccc(OC)cc1	6	-9	8
CCOc1ccc(C=NNc2ccc(S(=O)(=O)Nc3ccccc3C(=O)O)cc2[N+](=O)[O-])cc1	11	-3	10

Not all compounds are listed; count on the stated rates, not on these rows.
